FBW7 activator – FBW7 E3 ligase activators, primary screen, biochemical, AlphaScreen, human; F-box/WD repeat-containing protein 7 (Homo sapiens), Q969H0; normalized activity (activation), % at 26.1 µM; hit rate 0.13% among 650,000; AlphaScreen FBW7–phospho-cyclin E peptide binding, activator screen; AID 1259310, 2017; in the data active = normalized activity above about 1.9%;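 also: purified mutant Fbw7 with reduced substrate affinity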
GPR151 activ – activators of human GPR151, primary screen, cell-based, PathHunter beta-arrestin, luminescence. PathHunter beta-arrestin GPR151 cells. activation, % at 11.2 µM. hit rate 1% among 650,000. AID 1508602, 2020; in the data active = activation above about 4.9%;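 also: 0% = median of compound wells and 100% = cells with positive control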
Target sequence (Q8TDV0 whole entry, looked up): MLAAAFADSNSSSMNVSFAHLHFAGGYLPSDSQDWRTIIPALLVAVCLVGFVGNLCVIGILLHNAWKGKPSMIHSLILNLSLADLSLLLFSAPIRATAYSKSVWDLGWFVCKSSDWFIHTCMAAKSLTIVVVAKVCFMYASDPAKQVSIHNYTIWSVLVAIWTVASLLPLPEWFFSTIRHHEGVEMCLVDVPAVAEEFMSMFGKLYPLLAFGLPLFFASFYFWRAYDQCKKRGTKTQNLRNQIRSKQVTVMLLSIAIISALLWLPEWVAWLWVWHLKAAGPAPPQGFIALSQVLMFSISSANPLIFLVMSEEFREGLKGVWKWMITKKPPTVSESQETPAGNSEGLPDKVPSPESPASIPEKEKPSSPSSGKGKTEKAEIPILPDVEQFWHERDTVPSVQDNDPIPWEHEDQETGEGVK
MITF primary – MITF inhibitors, primary screen, biochemical, AlphaScreen, human; Microphthalmia-associated transcription factor (Homo sapiens), O75030; AlphaScreen MITF homodimerization, bead proximity signal; inhibition, % at 2.6 µM; hit rate 0.91% among 650,000; AID 1259374, 2018; in the data active = inhibition above about 50%;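 also: 0% = vehicle wells with protein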
Target sequence (O75030 whole entry, looked up): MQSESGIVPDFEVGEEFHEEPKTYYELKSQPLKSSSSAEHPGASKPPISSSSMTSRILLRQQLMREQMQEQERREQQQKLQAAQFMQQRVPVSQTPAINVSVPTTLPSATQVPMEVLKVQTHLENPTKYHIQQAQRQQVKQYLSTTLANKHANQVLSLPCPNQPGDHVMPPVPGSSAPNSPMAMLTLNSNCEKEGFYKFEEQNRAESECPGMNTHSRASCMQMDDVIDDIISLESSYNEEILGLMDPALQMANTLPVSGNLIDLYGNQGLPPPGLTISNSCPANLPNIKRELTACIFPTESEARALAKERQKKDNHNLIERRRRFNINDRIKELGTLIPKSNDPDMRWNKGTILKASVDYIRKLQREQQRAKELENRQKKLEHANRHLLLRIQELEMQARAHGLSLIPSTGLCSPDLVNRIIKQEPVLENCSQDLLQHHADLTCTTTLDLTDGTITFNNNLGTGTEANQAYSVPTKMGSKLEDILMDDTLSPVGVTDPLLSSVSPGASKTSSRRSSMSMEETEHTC
TEAD-YAP block – TEAD-YAP interaction inhibition, primary screen, TEAD-YAP interaction inhibitor project, luminescence, HEK-TIYL cells. hit rate 1.4% among 640,000. TEAD-Gal4/YAP UAS-luciferase luminescence. inhibition, % at 9.12 µM; in the data active = inhibition above about 32%;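 also: 0% = median of test compound wells and 100% = reference inhibitor wells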
The depositor's hits bear a star.

1	Cc1ccc(C(c2nnnn2C(C)(C)C)N2CCN(C3CCCC3)CC2)cc1 (centres undefined)
2	COc1ccc(/C(C)=N/NC(=O)c2nnn(-c3nonc3N)c2-c2ccccc2)cc1
3	O=C(NC(=S)Nc1ccc(N2CCCCC2)c(Cl)c1)c1cccc(F)c1
4	CC1CCCCN1c1nc2c(c(=O)[nH]1)CCN(C(=O)c1cccs1)C2 (centres undefined)
5	Cc1cc(I)cc(C)c1OCC(=O)N=Nc1c(O)[nH]c(=O)[nH]c1=O
6	Nc1ncc2c(n1)CC(c1ccco1)CC2=O (centres undefined)
screen / no.,1,2,3,4,5,6
FBW7 activator,-0.5,0.0,0.2,-0.2,-0.5,0.0
GPR151 activ,0.8,0.3,1.1,1.4,2.4,0.1
MITF primary,-4.7,17.4,-8.9,-5.7,11.2,-2.0
TEAD-YAP block,8.6,1.6,-5.5,0.1,11.1,1.7

7	CCN(CCn1cccn1)Cc1ccc(OCC(O)CN2CCc3ccccc3C2)cc1 (centres undefined)
8	CCOC(=O)CN1C(=O)S/C(=C/c2cc3c(cc2Cl)OCO3)C1=O
9	O=C(Nc1ccc2oc(-c3ccccc3)nc2c1)c1cc(Cl)ccc1Cl
10	CCOC(=O)C1=C(C)N=c2s/c(=C\c3ccc(-c4ccccc4)o3)c(=O)n2C1c1ccccc1OC(C)C (centres undefined)
11	CCCCNCCOc1ccc(C)cc1Br
12	O=C(COc1ccccc1)Nc1ccc(N2CCC(NC3CCOCC3)CC2)cc1
screen / no.,7,8,9,10,11,12
FBW7 activator,-0.2,-0.2,0.0,-0.2,0.3,-0.1
GPR151 activ,-1.4,0.6,0.6,2.2,0.8,-1.1
MITF primary,-13.9,-7.2,2.7,-4.8,44.5,1.9
TEAD-YAP block,8.8,-0.1,-0.1,-0.8,-6.3,-13.5

13	COC(=O)CSc1nc2sc3c(c2c(=O)n1C1CCCCC1)CC(C)(C)OC3
14	COc1cccc(NC(=O)CN2CCC(Nc3nc(C)c(C)c(=O)[nH]3)CC2)c1
15	CCN(CCn1cccn1)C(=O)CC1C(=O)NCCN1Cc1ccccc1C (centres undefined)
16	O=c1[nH]cnc2c1nnn2Cc1ccc(F)cc1
17	O=C(Cn1nnnc1CN1CCCCCC1)NC(Cn1ccnc1)c1ccccc1 (centres undefined)
18	COc1ccc(C2(C(=O)NCCc3nc(-c4ccncc4)n[nH]3)CCCC2)cc1
screen / no.,13,14,15,16,17,18
FBW7 activator,0.1,0.4,0.0,0.0,0.0,-0.1
GPR151 activ,-0.9,-0.3,-0.9,0.5,-2.1,-0.1
MITF primary,14.4,-9.2,-13.3,-1.8,1.1,-11.9
TEAD-YAP block,14.3,-0.1,-1.0,1.4,8.5,4.3

19	Cc1ccc(NC(=S)NCC2CCCO2)c(C)c1 (centres undefined)
20	COc1cccc(-n2nc(C(=O)N3CCCC3)c3ccccc3c2=O)c1
21	COc1ccc(/C=C(\C#N)C(=O)N2COCC2(C)C)cc1
22	CC(C)(C)c1ccc(C(=O)NCCOc2ccccc2)cc1
23	Cn1cc(C=C2C(=O)CC(C)(C)CC2=O)c2ccccc21
24	CCCCC(=O)Nc1cccc(-c2nc3cc(C)ccc3o2)c1
screen / no.,19,20,21,22,23,24
FBW7 activator,0.2,-0.1,0.1,0.2,0.1,0.0
GPR151 activ,0.3,-0.1,-0.6,-1.6,2.3,0.3
MITF primary,3.9,-3.8,13.4,1.6,-0.5,-6.3
TEAD-YAP block,3.2,-12.1,-1.6,35.7*,7.3,-35.9

Structural class: the entries above with a furan ring, fused or not.
6	Nc1ncc2c(n1)CC(c1ccco1)CC2=O (centres undefined)
10	CCOC(=O)C1=C(C)N=c2s/c(=C\c3ccc(-c4ccccc4)o3)c(=O)n2C1c1ccccc1OC(C)C (centres undefined)
screen / no.,6,10
FBW7 activator,0.0,-0.2
GPR151 activ,0.1,2.2
MITF primary,-2.0,-4.8
TEAD-YAP block,1.7,-0.8

Next section:
25	Cc1ccc(NC(=S)NCCCN2CCOCC2)c(C)c1
26	O=C(Cn1ncn2nc(-c3cccs3)cc2c1=O)N1CCC2(CC1)OCCO2
27	COc1ccc(Cn2c(O)c(C=Nc3cccc(OC)c3)c3ccccc3c2=O)cc1
28	CCOC(=O)C1C(=O)C=C(c2cccs2)CC1c1cccc(OC)c1 (centres undefined)
29	COc1cc(-c2nc3cnccn3c2NC2CCCCC2)ccc1O
30	Cc1ccc(S(=O)(=O)C2(C(=O)Nc3ccc(F)cc3)CC2)cc1
screen / no.,25,26,27,28,29,30
FBW7 activator,0.1,0.1,0.1,0.6,0.0,0.1
GPR151 activ,2.5,0.0,2.6,-1.1,-0.4,-0.4
MITF primary,-6.2,3.5,7.3,13.9,19.9,-2.8
TEAD-YAP block,8.1,9.7,-4.5,-5.6,-1.8,-4.8

31	COCCn1c(SCc2ccc(OC(F)(F)F)cc2)nc2cc(C(=O)OC)ccc2c1=O
32	C=CCN1C(=O)C(C)(C)COc2ccc(NS(=O)(=O)c3ccc(OC)cc3)cc21
33	CC(=O)c1ccc(NC(=O)CN2CCN(c3ccccn3)CC2)cc1
34	O=C1NC(=O)N(c2cccc([N+](=O)[O-])c2)C(=O)/C1=C/c1ccc(O)c(Cl)c1
35	Cc1cc(NC(=O)Cn2[nH]c(=O)c3ccccc3c2=O)ccc1Br
36	CCN(CC)C(=O)c1c[nH]c2ccc(S(=O)(=O)N3CCc4ccccc43)cc2c1=O
screen / no.,31,32,33,34,35,36
FBW7 activator,0.0,-0.1,0.1,-0.1,-0.1,-0.2
GPR151 activ,3.4,0.0,1.7,3.0,1.4,-0.9
MITF primary,1.6,-9.3,5.5,-0.3,11.4,5.0
TEAD-YAP block,-0.5,5.0,1.4,7.5,-2.4,5.7

37	COc1cc(C2C3=C(CC(C)(C)CC3=O)Nc3ccccc3N2C(C)=O)ccc1OCc1ccccc1 (centres undefined)
38	CCOC(=O)c1ccccc1NC(=O)c1sc2ccccc2c1Cl
39	CCOc1ccccc1N(CC(=O)NC(C)C)S(=O)(=O)c1ccc(C)cc1
40	Cc1cc(C)c(NC(=O)Cc2ccccc2[N+](=O)[O-])c(C)c1
41	COc1ccccc1Nc1nnc(-c2cc3ccccc3oc2=O)s1
42	COc1cc(N)c(Cl)cc1C(=O)OCC(=O)NC(=O)NC1CCCC1
screen / no.,37,38,39,40,41,42
FBW7 activator,0.3,0.0,0.0,0.5,0.1,0.1
GPR151 activ,0.3,1.5,0.6,-1.4,-1.5,1.2
MITF primary,15.0,4.5,4.8,12.8,7.2,1.0
TEAD-YAP block,4.3,1.2,-0.2,9.8,10.6,2.2

43	CCOC(=O)c1sc(NC(=O)C(C)Sc2nnc(CNC(=O)c3ccccc3F)n2C2CCCCC2)c(C(=O)OCC)c1C (centres undefined)
44	COc1ccc(C)cc1NC(=O)C1CCC(CNc2c(N3CCCCC3)c(=O)c2=O)CC1 (centres undefined)
45	Cc1cc(NCCc2ccc(S(N)(=O)=O)cc2)n2nc(-c3ccc(F)cc3)cc2n1
46	CS(=O)(=O)c1cccc(S(=O)(=O)N2CCN(Cc3ccccc3)CC2)c1
47	Cc1cccc(Cn2c(=S)[nH]c3c2c(=O)[nH]c(=O)n3C)c1
48	O=C(O)c1cccc(Nc2nc(-c3ccc(Cl)cc3Cl)nc3ccccc23)c1
screen / no.,43,44,45,46,47,48
FBW7 activator,-0.1,0.3,0.1,-0.2,-0.2,-0.2
GPR151 activ,0.2,-0.4,0.2,-0.2,0.9,-2.0
MITF primary,-1.6,11.4,4.8,-12.0,12.2,8.6
TEAD-YAP block,2.7,2.8,-6.6,5.7,8.9,-17.1

Complete entries as entered above. Values in the order: FBW7 activator	GPR151 activ	MITF primary	TEAD-YAP block
Profile of `O=C(O)c1cccc(Nc2nc(-c3ccc(Cl)cc3Cl)nc3ccccc23)c1` : -0.2	-2.0	8.6	-17.1
Profile of `CCOC(=O)c1sc(NC(=O)C(C)Sc2nnc(CNC(=O)c3ccccc3F)n2C2CCCCC2)c(C(=O)OCC)c1C` (centres undefined) : -0.1	0.2	-1.6	2.7
Profile of `Cc1cccc(Cn2c(=S)[nH]c3c2c(=O)[nH]c(=O)n3C)c1` : -0.2	0.9	12.2	8.9
Profile of `Cc1cc(NCCc2ccc(S(N)(=O)=O)cc2)n2nc(-c3ccc(F)cc3)cc2n1` : 0.1	0.2	4.8	-6.6

Additional entries follow:
49	CC(C)C(=O)Nc1ccc(S(=O)(=O)N2CCN(c3cnccn3)CC2)cc1
50	Cc1c(C)c2c(C)nn(-c3ccccc3)c2[nH]c1=O
51	Cc1cc(-c2ccc(S(=O)(=O)Nc3cccc(-c4ccno4)c3)cc2)on1
52	O=C(O)CC1CCCc2ccccc2C1O (centres undefined)
53	CS(=O)(=O)N1CCCC(c2ncncc2-c2ccncc2)C1 (centres undefined)
54	CN1CCC(=NNC(=O)Cc2cccc3ccccc23)CC1
screen / no.,49,50,51,52,53,54
FBW7 activator,0.1,0.0,0.5,-0.2,-0.1,0.1
GPR151 activ,0.3,-1.2,0.9,0.6,0.4,1.4
MITF primary,2.4,8.2,-1.1,8.9,-9.8,2.7
TEAD-YAP block,4.6,10.4,16.2,5.1,-5.0,-1.1

Look-ups from above.
CS(=O)(=O)N1CCCC(c2ncncc2-c2ccncc2)C1 (centres undefined) – TEAD-YAP block = -5.0
CN1CCC(=NNC(=O)Cc2cccc3ccccc23)CC1 – TEAD-YAP block = -1.1
O=C(O)CC1CCCc2ccccc2C1O (centres undefined) – GPR151 activ = 0.6

(listing goes on)
55	COc1ccc(C2(CC(=O)N3CCc4sccc4C3)CC(=O)N(C3CC3)C2=O)cc1 (centres undefined)
56	Cc1ccsc1/C=C(\C#N)c1ccccn1
57	COc1ccccc1N1CCN(C(=O)CC2Nc3c4ccccc4nc(=S)n3C2=O)CC1 (centres undefined)
58	CCOC(=O)C1=CN(c2ccc(C)cc2)C=C(C(=O)OCC)C1c1ccc2c(c1)OCO2
59	O=c1c2ccccc2[nH]c(=S)n1-c1cccc2ccccc12
60	COc1ccc(-c2ccc(NCc3cc(OC)c(OC)c(OC)c3)nc2)cn1
screen / no.,55,56,57,58,59,60
FBW7 activator,1.1,0.1,-0.1,0.0,0.1,-0.1
GPR151 activ,1.6,-2.9,-0.5,-0.7,-0.5,0.2
MITF primary,3.5,-1.8,6.1,-9.5,10.8,6.1
TEAD-YAP block,-11.7,-27.8,-4.0,2.6,11.6,-1.0

61	CCN1CCc2c(sc(NC(=S)NC(=O)c3ccccc3F)c2C(N)=O)C1
62	COc1cc(CNC(=O)c2cccnc2SC)cc(OC)c1OC
63	C=CCn1c(=NC(=O)c2ccc(Cl)s2)sc2cc(S(N)(=O)=O)ccc21
64	CCN(C(=O)Cn1c(=O)oc2cc(S(=O)(=O)N3CCCCC3)ccc21)c1ccccc1
65	Cc1cc(=O)[nH]c(-n2ncc(C(=O)NC3CC3)c2C)n1
66	CC(=O)C1=C(O)C(=O)N(CCN2CCOCC2)C1c1ccc(C(C)C)cc1 (centres undefined)
screen / no.,61,62,63,64,65,66
FBW7 activator,-0.1,0.1,0.0,0.7,-0.6,-0.1
GPR151 activ,-0.5,1.0,-1.0,0.1,2.5,-1.4
MITF primary,1.9,7.8,-3.7,9.4,-14.4,0.8
TEAD-YAP block,11.4,6.6,0.0,1.3,5.7,4.4

67	CCOc1ccc(Oc2cc(N)cc(Oc3cccnc3)c2)cc1
68	O=C(CC1C(=O)NCCN1C/C=C/c1ccccc1)NCCCn1cccn1 (centres undefined)
69	CCn1c(C)c(Br)c(=O)c(C(=O)OC)c1-c1ccc(Cl)cc1
70	COc1ccc(NS(=O)(=O)c2cccc(C(F)(F)F)c2)cc1
71	CC(C)(C)NC(=O)/C(=C\c1ccco1)NC(=O)c1ccco1
72	O=C(CCc1nnc(CCc2c[nH]c3ccccc23)o1)N1CCCC(CN2CCCCC2)C1 (centres undefined)
screen / no.,67,68,69,70,71,72
FBW7 activator,-0.4,-0.1,-0.2,-0.1,-0.1,0.8
GPR151 activ,2.8,0.0,1.9,0.4,-1.9,1.5
MITF primary,-0.9,-1.2,2.7,1.8,1.5,4.1
TEAD-YAP block,-0.2,-5.4,2.3,5.2,5.6,-22.8

73	CCN1C(=O)CC(CC(=O)N2CCCCC2C(=O)OC)(c2ccccc2C)C1=O (centres undefined)
74	O=C(NCc1ccccc1)C(=O)NCC(c1cccs1)S(=O)(=O)c1ccc(F)cc1 (centres undefined)
75	Cc1cccc(N2C(=O)NC(=O)/C(=C\c3cc(C)n(C4CC4)c3C)C2=O)c1
76	CC(C)(C)P(=Nc1ccccc1)(c1ccncc1)N1CCCC1 (centres undefined)
77	Cc1ccc2c(c1)N(C(=O)CCC(=O)NCc1cccnc1)CCO2
screen / no.,73,74,75,76,77
FBW7 activator,0.1,0.1,-0.5,0.2,0.2
GPR151 activ,-0.8,2.0,1.1,-0.6,-1.6
MITF primary,11.5,14.3,-7.4,8.3,9.3
TEAD-YAP block,4.6,4.8,8.2,-3.4,-4.8

Assay outcomes as filed in PubChem.
